# RPL19A-GFP yeast – alters RPL19A-GFP fluorescence in TOR pathway yeast screen | S. cerevisiae RPL19A-GFP strain, flow cytometry, 3 h; hits give low values | percent response vs DMSO, % at 10 µM | hit rate 0.3% among 330,000 | AID 2025;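 active means percent response vs DMSO below 50%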;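 further: median channel GFP fluorescence of the barcoded RPL19A-GFP strain; ratio of sample median GFP to plate DMSO average so 100% = DMSO; lower means less RPL19A-GFP as with rapamycin TOR inhibition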
# AHR activator – human AHR activation; hit rate 2.5% among 320,000; AHR-responsive luciferase reporter cells, luminescence; activation, % at 5 µM; P35869; in the data active means activation above about 47%;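 further: 0% = vehicle wells and 100% = reference agonist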
# CR mimetic SO – caloric restriction mimetics inhibiting age-related superoxide in yeast; S. cerevisiae aged cells, superoxide DHE fluorescence; hits give low values; hit rate 0.18% among 330,000; superoxide response (% of plate mean), % at 10 µM; AID 2690;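 active means superoxide response under a set limit, about three screen SD below normal, cut at about 65% in these data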;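 further: yeast aged for seven days with compound at 30 °C before DHE staining; 100% = average MFI of all compound-treated wells on the plate with controls excluded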
# proCasp7 act – counter-screen for procaspase-3 activators: activators of human procaspase-7; P55210; recombinant procaspase-7, Ac-DEVD-pNA absorbance 405 nm; D23A/D198A/D206A triple mutant, cannot self-cleave; scale: DMSO 0, 5 µM enzyme 100; activation, % at 8.5 µM; hit rate 0.093% among 330,000;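 active means percent activation above the screen-wide mean plus 3 SD, cut at about 25% in these data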
# Target sequence (P55210 whole entry D23A/D198A/D206A): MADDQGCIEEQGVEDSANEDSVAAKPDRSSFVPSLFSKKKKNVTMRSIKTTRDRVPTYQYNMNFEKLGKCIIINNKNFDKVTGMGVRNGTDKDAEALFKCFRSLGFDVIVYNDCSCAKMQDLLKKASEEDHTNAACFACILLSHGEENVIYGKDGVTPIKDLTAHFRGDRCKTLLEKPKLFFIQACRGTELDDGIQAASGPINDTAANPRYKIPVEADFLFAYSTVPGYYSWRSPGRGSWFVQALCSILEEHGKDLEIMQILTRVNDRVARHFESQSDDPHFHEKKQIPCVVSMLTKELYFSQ
#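 signal = Epi-absorbance of released pNA at 405 nm, two timepoints | assay system = Uncleavable procaspase-7 mutant enzyme | reagent = Ac-DEVD-pNA substrate, 400 µM as added | times = 1 h enzyme–compound preincubation and 2 h substrate reaction, both 25 °C | benchmarks = low DMSO alone, high DMSO plus 5 µM PC-7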
# MEP2 TOR yeast – yeast TOR pathway MEP2-GFP modulation. S. cerevisiae MEP2-GFP strain, flow cytometry GFP, 3 h; 100% = DMSO control level. GFP response vs DMSO, % at 10 µM. hit rate 0.51% among 330,000. AID 2016;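 active means GFP response versus DMSO above a set limit, roughly screen mean plus 3 SD, cut at about 180% in these data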;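 further: median GFP fluorescence of the barcode-gated MEP2-GFP cells per well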
# proCasp3 act – procaspase-3 (human) activation; P42574; recombinant procaspase-3 D3A, Ac-DEVD-pNA absorbance 405 nm; activation, % at 8.5 µM; hit rate 0.11% among 330,000; AID 463141;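 active means activation above the mean of all tested compounds plus 3 SD, cut at about 21% in these data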;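 further: 0% = DMSO alone and 100% = DMSO wells spiked with extra 5 µM PC-3 D3A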
# Target sequence (P42574 whole entry D9A/D28A/D175A): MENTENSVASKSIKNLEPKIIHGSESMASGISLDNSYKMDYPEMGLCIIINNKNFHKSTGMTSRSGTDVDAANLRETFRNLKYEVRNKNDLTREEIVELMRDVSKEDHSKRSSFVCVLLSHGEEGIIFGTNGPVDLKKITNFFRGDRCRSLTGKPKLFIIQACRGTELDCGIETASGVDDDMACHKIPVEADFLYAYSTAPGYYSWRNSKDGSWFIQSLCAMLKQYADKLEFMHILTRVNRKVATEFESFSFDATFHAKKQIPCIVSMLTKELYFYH
#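 material = Procaspase-3 D3A mutant | probe or stimulus = Ac-DEVD-pNA | compound = single dose, 8.5 µM nominal compound, 0.8% DMSO | timing = 1 h preincubation, 2 h reaction | measured by = 405 nm absorbance of p-nitroaniline, reads at 0 and 120 min | benchmarks = DMSO-only low control, 5 µM PC-3 D3A high control | repeats = singlicate, each compound tested once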
# JMJD2C inh – blocks human GASC-1 demethylase activity; GST-JMJD2C(1-420) H3K9me3 demethylation, DELFIA europium; inhibition, % at 2.35 µM; hit rate 0.069% among 330,000; AID 2099;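 active means more than half of a compound's replicate wells show inhibition beyond 50%, single wells judged on their own value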;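 further: signal counts dimethyl H3K9 product captured on neutravidin plate; 0% = median of DMSO wells and 100% = 0.3 times that DMSO median; strong numbers were not always called active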
# Target sequence (Q9H3R0 1-420 limits assumed): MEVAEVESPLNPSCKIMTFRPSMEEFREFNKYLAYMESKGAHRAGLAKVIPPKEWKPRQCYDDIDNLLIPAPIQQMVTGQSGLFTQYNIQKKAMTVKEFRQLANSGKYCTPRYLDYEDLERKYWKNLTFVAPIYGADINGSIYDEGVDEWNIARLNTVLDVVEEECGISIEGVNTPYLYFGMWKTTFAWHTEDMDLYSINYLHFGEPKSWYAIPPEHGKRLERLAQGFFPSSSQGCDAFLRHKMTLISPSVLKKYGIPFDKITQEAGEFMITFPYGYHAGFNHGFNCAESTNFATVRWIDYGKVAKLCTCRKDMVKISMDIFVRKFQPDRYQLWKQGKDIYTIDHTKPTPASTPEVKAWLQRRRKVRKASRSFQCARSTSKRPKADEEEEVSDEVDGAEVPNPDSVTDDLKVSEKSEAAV
# LAP4-GFP MLPCN – modulators of TOR pathway LAP4-GFP in S. cerevisiae. S. cerevisiae LAP4-GFP multiplex, flow cytometry GFP, 3 h; median GFP as percent of DMSO wells. GFP response vs DMSO, % at 10 µM. hit rate 0.34% among 320,000. AID 2023;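 active means GFP response vs DMSO above a set limit, about the screen mean plus 3 SD, cut at about 150% in these data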
# The depositor's hits bear a star; / = not tested or not shown. An unsorted share of the library. About 3.8% of those tested had a hit in this group.
SMILES,RPL19A-GFP yeast,AHR activator,CR mimetic SO,proCasp7 act,MEP2 TOR yeast,proCasp3 act,JMJD2C inh,LAP4-GFP MLPCN
Cc1cc(=O)oc2c3c(cc(OCC(=O)N4CCC(C(=O)O)CC4)c12)OC(C)(C)CC3,98,-1,81,18,106,7,6,106
COc1ccc(CN(C(=O)CSc2nnc(-c3ccccc3F)o2)c2ccc(F)cc2)cc1,103,0,95,3,99,7,1,104
Cc1c(C(=O)O/N=C(\N)c2ccccn2)cccc1[N+](=O)[O-],96,97*,117,3,101,7,3,130
Cc1ccc(OCCn2nc3ccccc3n2)c(C)c1,95,0,103,1,102,8,-1,103
C=CCc1c(C)nn(CC(=O)O)c1-c1ccccc1,99,4,103,-5,105,2,0,103
CC(=O)Nc1ccc(SCC(=O)N(C)C2CCS(=O)(=O)C2)cc1 (stereo unspecified),105,-2,96,0,97,3,5,95
Cc1ccc(C(=O)C2=C(O)C(=O)N(Cc3ccco3)C2c2ccc(N(C)C)cc2)o1 (stereo unspecified),99,2,90,-35,92,-11,1,107
Cc1cccc(C)c1Nc1nnc(SCC(=O)Nc2cc(S(=O)(=O)N3CCCCC3)ccc2Cl)s1,103,1,101,-12,96,-11,-9,90
Cn1c(=O)c2cc(S(=O)(=O)NCCC(=O)Nc3ccccc3F)ccc2n(C)c1=O,105,0,76,-5,107,-8,-4,98
N#C/C(=C\c1cn(CC(=O)N2CCCCC2)c2ccccc12)C(=O)NCc1ccc2c(c1)OCO2,96,6,89,-3,93,-5,-22,94
Nc1ccc(Nc2ccccc2)c(Cl)c1,95,2,98,-3,97,1,10,103
CC(=O)Nc1ccc(S(=O)(=O)N(C)CC(=O)OCC(=O)N2CC(C)OC(C)C2)cc1 (stereo unspecified),99,-1,126,4,105,0,3,103
CSc1nsc(SCC(=O)Nc2nncs2)n1,98,3,88,10,102,-4,-9,101
COc1ccc(S(=O)(=O)NC(CC(=O)NCc2ccco2)c2ccco2)cc1 (stereo unspecified),108,0,79,2,105,-1,6,109
Cc1ccc(NC(=O)CSc2nc(=O)n(Cc3ccncc3)c3c2CCC3)c(C)c1,100,1,103,10,98,9,0,117
Cc1ccccc1NC(=S)NCC(c1cccnc1)N1CCOCC1 (stereo unspecified),104,-2,96,-2,78,4,3,85
O=C(c1cnsn1)N1CCN(c2ccccn2)CC1,101,5,106,13,105,0,196,89
CC(C)c1ccc(NC(=O)CCCN2C(=S)NC(C)(C)CC2C)cc1 (stereo unspecified),99,9,90,4,101,0,13,105
c1csc(-c2nn3c(C4COc5ccccc5O4)nnc3s2)c1 (stereo unspecified),100,62*,176,-4,109,1,/,97
O=C(NCc1ccc2c(c1)OCO2)C1CCCN1S(=O)(=O)c1ccc(F)cc1 (stereo unspecified),110,0,101,3,104,12,3,96

# 12 structures already listed, arranged by number of heavy atoms, highest first.
SMILES,RPL19A-GFP yeast,AHR activator,CR mimetic SO,proCasp7 act,MEP2 TOR yeast,proCasp3 act,JMJD2C inh,LAP4-GFP MLPCN
N#C/C(=C\c1cn(CC(=O)N2CCCCC2)c2ccccc12)C(=O)NCc1ccc2c(c1)OCO2,96,6,89,-3,93,-5,-22,94
COc1ccc(CN(C(=O)CSc2nnc(-c3ccccc3F)o2)c2ccc(F)cc2)cc1,103,0,95,3,99,7,1,104
Cc1cc(=O)oc2c3c(cc(OCC(=O)N4CCC(C(=O)O)CC4)c12)OC(C)(C)CC3,98,-1,81,18,106,7,6,106
Cn1c(=O)c2cc(S(=O)(=O)NCCC(=O)Nc3ccccc3F)ccc2n(C)c1=O,105,0,76,-5,107,-8,-4,98
O=C(NCc1ccc2c(c1)OCO2)C1CCCN1S(=O)(=O)c1ccc(F)cc1 (stereo unspecified),110,0,101,3,104,12,3,96
Cc1ccccc1NC(=S)NCC(c1cccnc1)N1CCOCC1 (stereo unspecified),104,-2,96,-2,78,4,3,85
c1csc(-c2nn3c(C4COc5ccccc5O4)nnc3s2)c1 (stereo unspecified),100,62*,176,-4,109,1,/,97
Cc1c(C(=O)O/N=C(\N)c2ccccn2)cccc1[N+](=O)[O-],96,97*,117,3,101,7,3,130
Cc1ccc(OCCn2nc3ccccc3n2)c(C)c1,95,0,103,1,102,8,-1,103
O=C(c1cnsn1)N1CCN(c2ccccn2)CC1,101,5,106,13,105,0,196,89
CSc1nsc(SCC(=O)Nc2nncs2)n1,98,3,88,10,102,-4,-9,101
Nc1ccc(Nc2ccccc2)c(Cl)c1,95,2,98,-3,97,1,10,103

# The list continues.
SMILES,RPL19A-GFP yeast,AHR activator,CR mimetic SO,proCasp7 act,MEP2 TOR yeast,proCasp3 act,JMJD2C inh,LAP4-GFP MLPCN
Cc1cccc(NC(=O)c2oc3c(c2C)C(=O)CC(C)(C)C3)n1,97,32,105,-5,91,-4,17,117
N=c1n(CCN2CCCCC2)c2ccccc2n1CC(=O)c1cccc([N+](=O)[O-])c1,93,46,103,-2,153,1,-4,139
Cc1cc(C)c(C#N)c(OCc2ccc(Cl)nc2)n1,100,2,99,3,106,-9,-6,97
COc1ccc(N(CC(=O)NC2CCCCCCC2)S(=O)(=O)c2c(C)nn(C)c2C)cc1,102,-1,79,-1,114,-4,4,111
COc1cccc2c1OC[C@@H](CO)[C@H]2N(C)C(=O)Nc1ccccc1,103,-2,86,-8,102,7,27,101
CN(CC(=O)Nc1ccccc1C(F)(F)F)C(=O)c1ccc(N2C(=O)CCC2=O)cc1,94,0,89,10,94,-11,0,94
Cc1cc(C)c2[nH]c(=O)c(C(c3nnnn3Cc3ccc4c(c3)OCO4)N3CCCC3)cc2c1 (stereo unspecified),94,14,103,-7,93,-1,4,86
O=C(CN(Cc1ccco1)C(=O)c1ccc(Cl)cc1)Nc1ccc(Cl)c(Cl)c1,98,0,101,-10,115,-8,-1,128
O=C(Nc1cc([N+](=O)[O-])ccc1F)c1ccc2ccccc2c1,98,13,101,3,101,-2,-2,96
Cc1ccc(C(=O)OC(C)C(=O)Nc2ccc(S(N)(=O)=O)cc2)cc1S(=O)(=O)N1CCOCC1 (stereo unspecified),94,1,103,10,100,11,-5,89
Fc1ccccc1N=C1Nc2cccc3cccc1c23,96,-4,101,0,102,-4,-23,115
CN(Cc1ccon1)Cc1cn(C)nc1-c1cccc(Cl)c1,99,2,108,-1,95,8,-3,99
Cc1cc(C)cc(N2C(=O)CC(Sc3ncn[nH]3)C2=O)c1 (stereo unspecified),80,-3,77,-27,86,-26,-81,118
O=C1Nc2ccccc2/C1=N/N=C/c1cccc(O)c1,106,8,99,-3,101,4,0,99
COc1nc(-c2ccccc2)ccc1-c1noc(COc2ccccc2)n1,102,10,115,0,97,6,4,100
Cc1cccc(CC(=O)NCCN2CCOCC2)c1,102,-1,100,-8,105,1,-2,96
CC(C)CC(C(=O)NC(C)(C)C)N(CC1CCCO1)C(=O)c1snc(C(N)=O)c1N (stereo unspecified),103,2,101,-4,106,-2,-4,98
O=C(COC(=O)Cc1cn2ccsc2n1)NCc1ccc2c(c1)OCO2,99,-4,115,6,100,5,-2,101
Cc1nn(CC(=O)OCC(=O)Nc2c(C(C)C)cccc2C(C)C)c(C)c1[N+](=O)[O-],103,-2,105,-2,110,5,0,99
CS(=O)(=O)N1CCN(c2ccccc2NC(=O)c2cccnc2Cl)CC1,110,16,108,0,116,-3,-2,113
CC1(C)C(=O)OC(c2ccc([N+](=O)[O-])cc2)C(C)(C)C1=O (stereo unspecified),101,0,98,10,107,5,-11,89
O=C(NNC(=O)C1CCCCC1)c1ccco1,95,1,92,-1,99,-1,-17,104
O=C(N[C@H](CO)[C@H](O)c1ccc([N+](=O)[O-])cc1)C(Cl)Cl,95,0,106,-3,90,9,26,85
CCOC(=O)c1c(S(=O)(=O)NCC(=O)Nc2ccccc2F)c(C)n(C)c1C,106,5,84,8,98,4,17,99
C/C(=C\C(=O)c1ccc(F)cc1)Nc1ccc(N2CCOCC2)cc1,107,12,81,6,103,-4,6,108
Cc1oncc1C(=S)Nc1ccccc1,117,-1,99,-5,94,8,-5,79
Nc1[nH]nc2nc(NCc3ccccc3)c3c(c12)CCN(Cc1ccccc1)C3,96,1,104,3,101,0,14,100
O=C(Nc1cc2nn(-c3ccccc3)nc2cc1Cl)c1ccco1,100,47*,101,1,101,2,1,104
O=C(NCc1nc(-c2ccccc2)no1)Nc1ccc(F)cc1,106,-2,104,-1,98,16,14,89
Cc1nc(NCCc2ccccc2F)c(C#N)c(C)c1[N+](=O)[O-],95,52*,93,-11,98,-1,-5,101
c1ccc2c(c1)ccc1nnc(-c3ccc4c(c3)OCO4)n12,110,5,95,13,117,-6,32,118
COc1cc(/C=C/C(=O)OCC(=O)Nc2cc(S(=O)(=O)N3CCCCC3)ccc2C)ccc1O,102,0,99,3,103,-4,3,92
Cc1ccc([N+](=O)[O-])c(C(=O)N/N=C/c2cccnc2)c1,96,22,105,6,89,9,-12,99
CCn1c(O)c2ccc(C(=O)N=NC(=O)c3cccnc3)cc2c1O,100,1,93,-2,96,3,-6,95
CCOc1cc(/C=C2\CN(C)C/C(=C\c3ccc(O)c(OCC)c3)C2=O)ccc1O,111,1,98,-7,93,-8,6,87
O=C(CN1C(=O)CCC1=O)Nc1ccc2c3c(cccc13)CC2,95,14,106,6,96,0,1,92
O=C1CC(C(=O)N2CCN(c3ccccc3O)CC2)CN1Cc1ccccc1 (stereo unspecified),105,1,93,10,103,2,7,103
COc1ccc(C2CC(c3ccccc3)=NN2C(=O)COC(=O)C2(C)CC2(Cl)Cl)cc1 (stereo unspecified),98,-2,95,0,102,0,-20,97
Clc1ccc(OCCn2cnc3ccccc32)cc1,98,-14,109,0,99,0,2,113
O=C(COc1ccc([N+](=O)[O-])cc1)NCc1ccncc1,84,1,94,3,91,1,-14,87
C=CCn1c(SCc2ccc(C(=O)NCCO)cc2)nc2sc(C)c(C)c2c1=O,85,0,129,1,93,0,9,107
Cc1csc(SCC(=O)Nc2ccc3[nH]c(=O)[nH]c3c2)n1,93,3,110,8,96,2,1,105
Cc1ccc(C(=O)c2sc3nsc(C)c3c2N)cc1,97,64*,110,-18,99,-1,2,98

# Two consecutive compounds out of the list so far, for reference:
SMILES,RPL19A-GFP yeast,AHR activator,CR mimetic SO,proCasp7 act,MEP2 TOR yeast,proCasp3 act,JMJD2C inh,LAP4-GFP MLPCN
O=C(Nc1cc2nn(-c3ccccc3)nc2cc1Cl)c1ccco1,100,47*,101,1,101,2,1,104
O=C(NCc1nc(-c2ccccc2)no1)Nc1ccc(F)cc1,106,-2,104,-1,98,16,14,89

# Assay outcomes as filed in PubChem.
